# Screening results: PubChem, National Center for Advancing Translational Sciences (NCATS)
# TRPV1 agonist: human TRPV1 agonism | activation, % at 8.33 µM | 320,000 compounds, 0.19% hits | TRPV1-expressing cells, Fluo-8 calcium influx, agonist mode; in the data active = activation above about 80%; inconclusive = between about 30% and that limit; also: 0% is about no effect
# Target sequence (Q8NER1 whole entry, looked up): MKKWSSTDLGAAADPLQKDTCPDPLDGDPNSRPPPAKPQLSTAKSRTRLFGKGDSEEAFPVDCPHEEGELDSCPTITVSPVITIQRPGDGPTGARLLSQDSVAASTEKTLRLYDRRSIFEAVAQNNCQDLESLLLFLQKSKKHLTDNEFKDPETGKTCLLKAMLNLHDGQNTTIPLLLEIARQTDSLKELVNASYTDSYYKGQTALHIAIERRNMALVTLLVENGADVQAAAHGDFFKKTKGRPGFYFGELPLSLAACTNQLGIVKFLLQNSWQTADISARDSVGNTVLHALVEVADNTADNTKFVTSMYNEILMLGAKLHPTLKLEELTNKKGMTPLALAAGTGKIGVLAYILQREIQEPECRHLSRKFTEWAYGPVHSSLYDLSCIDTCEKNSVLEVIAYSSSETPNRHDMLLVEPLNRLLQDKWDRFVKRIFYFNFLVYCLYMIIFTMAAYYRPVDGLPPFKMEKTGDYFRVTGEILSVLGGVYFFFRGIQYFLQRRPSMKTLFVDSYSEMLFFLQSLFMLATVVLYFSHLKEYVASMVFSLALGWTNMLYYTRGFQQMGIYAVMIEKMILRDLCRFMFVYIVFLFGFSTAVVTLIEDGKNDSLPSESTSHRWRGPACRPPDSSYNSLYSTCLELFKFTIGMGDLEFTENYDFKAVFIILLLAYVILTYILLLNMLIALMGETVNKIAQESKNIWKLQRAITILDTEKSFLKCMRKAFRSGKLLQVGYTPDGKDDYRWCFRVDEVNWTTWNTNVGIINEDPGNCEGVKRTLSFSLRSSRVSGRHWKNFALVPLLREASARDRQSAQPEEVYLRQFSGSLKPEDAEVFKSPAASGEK
#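 Cells expressing TRPV1 were dye-loaded with Fluo-8 and read kinetically: 10 s baseline, 3 min after compound (agonist portion), then 2 min after EC20 capsaicin (allosteric enhancer portion). Calcium-bound dye fluorescence at 480/520 nm.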
# hERG WT inh: inhibitors of human wildtype KCNH2 potassium channel; Q12809; U2OS, BacMam KCNH2, thallium flux FluxOr; hits give low values; activity change, % at 1.84 µM; 340,000 compounds, 0.37% hits;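 active = maximum activity change below -70%; inconclusive = maximum activity change between -70% and -50%; inactive = maximum activity change above -50%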; also: % is scaled to controls: 0 for no effect and ±100 for the full control effect
#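 U2OS cells were transduced with wild-type KCNH2 virus (2.03 x 10^8 / mL) for 4 h at room temperature, then cultured overnight at 37 C. Thallium flux was read with FluxOr dye. Rate constants were normalized to DMSO controls.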
# MBNL1-CUG inh: blocks human MBNL1 binding to CUG repeat RNA. Q9NR56. TR-FRET MBNL1-His/biotin-(CUG)12 binding, 665/545 ratio. Potency, µM (titrated, usually from 57.5 µM), for inactives: at the top dose activity change, negative = inhibition, hits mostly inhibitors. 280,000 compounds, 0.036% hits; active = well fitted inhibition curve with a large enough effect in the signal ratio, with a control signal flat, not every such curve was filed as active; inconclusive = small, poorly fitted or top-dose-only effect, or effect the other way, or a change in a side signal; inactive = no such curve, though single readings can be large or run the other way; the % refers to the signal ratio; also: potency is read from the fitted curve at half-maximal effect; % is scaled to controls: 0 for no effect and ±100 for the full control effect
#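 Ratiometric TR-FRET (665 over 545 nm, excitation 340 nm) tracks disruption of MBNL1-His/biotin-(CUG)12 complex after 60 min at room temperature, with compounds at 92 nM to 58 uM final.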
# AT treatment: candidate therapy for ataxia-telangiectasia | 320,000 compounds, 0.19% hits | […] A-T fibroblasts, KAP-1 phosphorylation AlphaLISA; neocarzinostatin DNA damage 30 min before lysis | Potency, µM (series often up to 57.5 µM), without a hit: at the top dose activation, actives largely listed as activators | AID 485349; also: potency is read from the fitted curve at half-maximal effect; % of control where 0% means no effect; nearly all actives have a fitted effect of over 45% in size
#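 hTERT-immortalized A-T patient fibroblasts ([…]), 500 cells/well in OPTI-MEM, 1% FBS, got compounds for 60 min, then NCS for 30 min at 37C. Lysates were then assayed for phospho-KAP-1 by AlphaLISA (anti-pKAP1 donor, anti-KAP1 acceptor beads), 6 hr at 25C.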
# KCNH2 3.1 block: inhibitors of human KCNH2 3.1 potassium channel isoform | U2OS KCNH2 3.1, thallium flux FluxOr; hits give low values | activity change, % (tested at about 1.8 µM) | 340,000 compounds, 0.95% hits | AID 720553;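 active = maximum activity change below -70%; inconclusive = maximum activity change from -70% to -50%; inactive = maximum activity change above -50%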;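 also: thallium influx rate constant from kinetic fluorescence after stimulation buffer; % is scaled to controls: 0 for no effect and ±100 for the full control effect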
#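 Measured as rate of thallium-driven FluxOr signal in transduced U2OS cells carrying the 3.1 channel, read kinetically for 2 min upon stimulation; values are rate constants scaled to DMSO control wells.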
# FBPA coupling cs: coupling enzyme interference in Giardia aldolase counter-screen. coupling enzyme system counterscreen, AmpLite Red fluorescence. activity change, negative = inhibition, % at 58.2 µM, hits read low. 290,000 compounds, 0.67% hits. AID 2472; in the data active = activity change below about -30%; also: % is scaled to controls: 0 for no effect and ±100 for the full control effect
#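 Fluorescence at 525 nm excitation and 598 nm emission measured inhibition of the coupled detection system without aldolase. Compounds (at 57.5 uM final) were preincubated 10 min at room temperature with coupling enzyme reagent before a 20 min substrate/AmpLite Red step.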
# ASM inhibitor: blocks human secretory acid sphingomyelinase | P17405 | placental ASM, HMU-PC fluorogenic substrate, 60 min | Potency, µM (titrated, usually from 57.5 µM), for inactives: at the highest dose activity change, negative = inhibition, actives largely listed as inhibitors | 340,000 compounds, 0.006% hits | AID 504937; also: potency is read from the fitted curve at half-maximal effect
#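 Fluorogenic HMU-PC substrate (9 uM final) is turned over by placental ASM in 60 min at 37 C after a 10 min compound preincubation. Reaction ended by alkaline stop (pH 10), with fluorescence read at 386/447 nm.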
# CXXC DNA block: inhibitors of human MLL CXXC domain-DNA interaction. Q03164. MLL-CXXC / FITC-HOXA9 DNA fluorescence polarization. Potency, µM (top dose mostly 115 µM), inactives show at the top dose activity change, negative = inhibition, hits mostly inhibitors. 290,000 compounds, 0.037% hits; active = well fitted inhibition curve with a large enough effect in the polarisation, with a control signal flat, not every such curve was filed as active; inconclusive = small, poorly fitted or top-dose-only effect, or effect the other way, or a change in a side signal; inactive = no such curve, though single readings can be large or run the other way; the % refers to the polarisation; also: potency is read from the fitted curve at half-maximal effect
#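 Steps: dispense CXXC domain solution (7 uM) → pin compounds or unlabeled HOX-A9 DNA control → 5 min ambient → add FLSN-HOX-A9 solution (50 nM) → spin → 30 min ambient → fluorescence polarization. Tris pH 7.5/NaCl/DTT/BSA buffer.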
# a7 integrin act: integrin-mediated muscular dystrophy alleviation activation; alpha7betagal myoblasts, beta-gal FDG fluorescence, 48 h; Potency, µM (titrated, usually from 38.3 µM), for inactives: at the top dose activation, usual class: activators; 350,000 compounds, 0.064% hits;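 also: potency is read from the fitted curve at half-maximal effect; 100% = response of the positive control SU9516; nearly all actives have a fitted effect of over 60% in size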
#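 alpha7betagal+/- myoblasts (passage 13, 250/well) treated 48 h at 37C with compounds at 1:260 dilution of DMSO stock. Lysed, then beta-galactosidase activity read as FDG fluorescence (ex 480/em 540) after 30 min, with pre-read for autofluorescence.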
# GALK inh: inhibitors of human galactokinase. Purified GALK, Kinase-Glo residual ATP luminescence. Potency, µM (doses to about 57.5 µM), for the others: top-dose activity change, negative = inhibition, most hits filed as inhibitors. 270,000 compounds, 0.007% hits; also: potency is read from the fitted curve at half-maximal effect; % is scaled to controls: 0 for no effect and ±100 for the full control effect
#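 5 nM enzyme, 35 uM ATP, 100 uM galactose, 20 mM HEPES pH8.0, 5 mM MgCl2; 1 h RT; residual ATP by Kinase-Glo Plus luminescence, qHTS format.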
# The depositor's hits bear a star; i = inactive; ? = inconclusive; . = no result given; [ ] = remark or other dose. Unless noted, calls follow the shape of the dose curve; as a rule, active = well fitted curve in the direction sought with a large enough effect; inconclusive = small, poorly fitted or top-dose-only effect, or another doubt; inactive = no such curve, though single readings can be large; an effect the other way counts as inactive or inconclusive.
SMILES,TRPV1 agonist,hERG WT inh,MBNL1-CUG inh,AT treatment,KCNH2 3.1 block,FBPA coupling cs,ASM inhibitor,CXXC DNA block,a7 integrin act,GALK inh
COc1ccc(CNCc2ccccc2[N+](=O)[O-])cc1OC,6,-10,?,4%,-24,1,0%,0%,-11%,5%
COc1ccc(OCC(=O)N2CCN(c3nnc(-c4ccccc4)c4ccccc34)CC2)cc1,13,14,2%,0%,-14,2,-9%,61%[activator],-35%,2%
O=C(CCNC(=O)c1ccccc1Cl)Nc1nc(-c2ccc3ccccc3c2)cs1,5,-8,.,0%,-1,-18,-16%,-2%,-50%[inhibitor],2%
COc1cc2[nH]c(=O)n(CCCC(=O)NC3CCCCC3)c(=O)c2cc1OC,0,-11,2%,1%,-2,1,-2%,-1%,-12%,-2%
Cc1cc(NCc2ccc(F)cc2)nc2cc(Cl)ccc12,6,8,-1%,21%,-8,-3,-1%,21%,-14%,-8%
COc1ccccc1N1CCN(C(=O)c2oc3ccc(Br)cc3c2C)CC1,-5,2,-5%,17%,-4,-6,-13%,-3%,-10%,2%
O=C(NC1CCCCC1)C(c1cccs1)N(Cc1cccs1)C(=O)c1ccco1 (stereo not given),-2,-6,9%,5%,4,1,-1%,0%,-20%,-1%
CCOC(=O)CSc1nc2ccccc2n1CC(=O)NC(C)(C)C,0,-26,-5%,-3%,13,1,1%,8%,3%,0%
COCc1cc(C)nc(SCC(=O)Nc2ccccc2N2CCOCC2)c1C#N,13,16,-4%,9%,-1,.,2%,5%,29%,-4%
COc1cccc(N2C(=O)Nc3ccccc3C2(O)C(=O)NCc2ccc3c(c2)OCO3)c1 (stereo not given),1,1,-7%,4%,-2,-1,-1%,5%,1%,-8%
Cc1c(NC(=O)C(C)OC(=O)c2nc(Cl)ccc2Cl)c(=O)n(-c2ccccc2)n1C (stereo not given),0,-2,-13%,9%,5,.,3%,-6%,7%,-8%
CC1Nc2ncnc(N3CCN(c4ccccc4)CC3)c2N(Cc2ccc(Br)cc2)C1=O (stereo not given),27,-5,.,4%,-14,.,-15%,.,-55%[inhibitor],.
Cc1ccc(O)c(-c2cc(C(F)(F)C(F)F)[nH]n2)c1,-4,-9,-11%,-2%,3,-13,-7%,-2%,-10%,5%
N#Cc1c(N)nc(SCC(=O)C23CC4CC(CC(C4)C2)C3)c(C#N)c1-c1ccc(Cl)cc1,5,2,213%[activator],.,-41,1,56%,27%,-15%,2%
CCC1(CC)SCCNC1=O,.,-282*,.,.,-1,.,4%,.,26%,.
c1ccc2c(c1)nc(NC1CCCCC1)c1nncn12,29,-12,-8%,9%,5,-2,-4%,16%,-15%,-2%
COc1cc2c(cc1NC(=O)C(C)Sc1cccc[n+]1[O-])oc1ccccc12 (stereo not given),19,i,?,0%,20,-6,-12%,12%,-15%,2%
CC(=O)Nc1sc2c(c1C#N)CCN(Cc1ccccc1)C2,-5,1,0%,8%,10,-3,42%[activator],.,-16%,.
CCCS(=O)(=O)C(=C1NCCO1)S(=O)(=O)CCC,-6,4,8%,-4%,13,-1,1%,-16%,0%,3%
CCOc1cc(CNCCc2ccc(S(N)(=O)=O)cc2)ccc1OCC(=O)NC(C)(C)C,-3,8,-12%,.,-25,-2,0%,-8%,-7%[1.53 µM],1%
Cc1ccc(S(=O)(=O)CC(=O)N2CCN(c3ccc([N+](=O)[O-])cc3)CC2)cc1,.,2,.,-23%,?,.,-5%,.,-1%,.
O=C(CCC(=O)N(c1ccc(F)cc1)C(C(=O)NC1CCCC1)c1ccncc1)Nc1cccnc1 (stereo not given),1,-13,-6%,.,16,1,-3%,12%,-11%,-1%
CCOc1ccc(C(c2c(NC(=O)c3ccccc3)sc(C)c2C)N2CCN(C)CC2)cc1 (stereo not given),?,-16,0%,1%,-16,5,3%,3%,-14%,-1%
COc1ccccc1-c1cc(C(=O)N2CCN(c3ccc(F)cc3)CC2)no1,-1,-21,-1%,-2%,-1,-1,-1%,0%,24%,-1%
Clc1ccc(CSc2nnc(CNc3cccc(Cl)c3)o2)cc1,1,4,-5%,7%,4,-4,-18%,-3%,23%,0%
O=C(COc1ccccc1)NN1C(=O)CSC1=S,2,-1,-3%,-1%,12,-3,3%,6%,4%,0%
CCCNC(=O)C1(O)c2cc(Br)ccc2NC(=O)N1c1ccc(Cl)cc1 (stereo not given),0,-10,2%,-14%,4,2,0%,-1%,2%,-4%
Oc1cccc2ccc[n+](CC(O)Cn3c4ccccc4c4ccccc43)c12 (stereo not given),-1,-3,51%[activator],-5%,-28,-1,-17%,7%,-19%,0%
O=C(Oc1ccc(Cl)c2cccnc12)N1CCCCC1,-1,10,41%[activator],4%,-6,-3,-2%,0%,-15%,5%
FC(F)Oc1ccc(N=C2SCC3CCCCN23)cc1 (stereo not given),-2,3,-1%,6%,-1,2,0%,34%[activator],?,-1%
CCOC(=O)c1c(C)[nH]c(C)c1S(=O)(=O)N(C)CC(=O)Nc1ccccc1C,-4,-11,-11%,3%,-6,1,-1%,-12%,1%,-1%
CC(C)C[C@@H](CN)NC(=O)c1nc[nH]c1C(=O)N[C@@H](C)C(=O)CNC[C@H](C)NC(=O)c1nc[nH]c1C(=O)N[C@@H](C)C(=O)O,.,3,.,.,-4,.,6%,.,-4%,.
CC[n+]1c(/C=C(\C)Nc2ccccc2)sc2ccccc21,5,6,.,-12%,-1,-2,2%,-2%,-14%,0%
Cc1ccc(S(=O)(=O)Cc2ccc(C(=O)NC3CCCCCC3)o2)cc1,-1,-2,-3%,9%,10,.,0%,18%,41%,1%
CCOc1ccccc1/C=N/Nc1cc(C)nc2ccc(C)cc12,6,-4,11%,16%,6,-2,16%,-2%,-1%,2%
O=C(Cc1c(F)cccc1Cl)Nc1ccc(S(=O)(=O)NCC2CCCO2)cc1 (stereo not given),2,-3,-2%,-5%,-10,1,-3%,-4%,9%,5%
COC(=O)[C@]1(C)N[C@H](CN(C)C(=O)c2ccc(F)cc2)[C@@H]2C(=O)N(C)C(=O)[C@@H]21,.,1,.,17%,?,.,-3%,.,20%,.
O=C(COC(=O)c1cc(-c2cccs2)nc2ccccc12)NCc1ccco1,3,-1,?,13%,-1,-1,261%[activator],16%,-39%[inhibitor],4%
CC(C)(C)NC(=O)C1CCN(C(=O)c2ccco2)CC1,1,-3,4%,0%,26,-2,0%,1%,6%,-1%
COc1ccc(S(=O)(=O)N2CCCC(C(=O)Nc3cccc(C(C)=O)c3)C2)cc1 (stereo not given),16,-3,-1%,-1%,-19,-6,-2%,-2%,16%,0%
O=C(Nc1ccc(Cl)c(-c2nc3ccccc3[nH]2)c1)c1cccnc1,0,-20,-6%,6%,9,0,-11%,9%,25%,-3%
CCOC(=O)C1CCN(C(=O)Nc2cccc(OC)c2)CC1,3,-8,-1%,-11%,-7,-1,3%,-12%,-16%,1%
COc1cc(OC)cc(N(C(=O)CNC(=O)c2cccs2)C(C(=O)NCC2CCCO2)c2ccc(OC)c(OC)c2)c1 (stereo not given),-1,-4,-3%,-2%,-2,0,0%,-6%,-2%,0%
Cc1ccc2nc(NCC(=O)NN)nc(-c3ccccc3)c2c1,7,0,9%,10%,0,3,.,11%,-27%,1%
COc1cccc2sc3cc(NCCCN4CCOCC4)ccc3c(=O)c12,.,-5,.,2%,1,.,.,.,-1%,.
Cn1c(S(=O)(=O)c2ccc([N+](=O)[O-])cc2)nc(Br)c1Br,5,5,?,18%,-3,-3,1%,8%,-59%[inhibitor],-3%
COc1ccc(CC(=O)N(C)CC(=O)Nc2ccccc2C(F)(F)F)cc1S(=O)(=O)N1CCOCC1,-11,2,.,-3%,-3,.,2%,.,16%,.
COc1cc2[nH]c(C(=O)NN)c(N)c2cc1OC,-3,.,?,-9%,.,-8,.,8%,.,0%
CC(C)(C)NC(=O)COc1ccc(CNn2nnnc2N)cc1,-1,2,-8%,-5%,0,0,-1%,5%,-16%,3%
CCc1ccccc1N(CC(=O)N1CCc2ccccc2C1)S(C)(=O)=O,8,2,-1%,-12%,11,-2,0%,1%,-28%,0%
O=c1[nH]c(-c2ccccc2)c(-c2ccccc2)o1,5,-16,10%,18%,0,-3,35%[activator],1%,?,-3%

# Entries of single compounds as entered above. Screens in order: TRPV1 agonist | hERG WT inh | MBNL1-CUG inh | AT treatment | KCNH2 3.1 block | FBPA coupling cs | ASM inhibitor | CXXC DNA block | a7 integrin act | GALK inh
# O=c1[nH]c(-c2ccccc2)c(-c2ccccc2)o1 as listed: 5 | -16 | 10% | 18% | 0 | -3 | 35%[activator] | 1% | ? | -3%
# COc1cc2[nH]c(C(=O)NN)c(N)c2cc1OC as listed: -3 | . | ? | -9% | . | -8 | . | 8% | . | 0%
